# esBAF inh: blocks esBAF chromatin remodeling in mouse ES cells; Bmi1-luciferase knock-in reporter, 24 h; 100% = twice the neutral-well signal; reporter increase, % at 12.5 µM; 2% of 350,000 active; AID 602393; in the data active means activation above about 40%;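 further: 0% = median of the plate's neutral control wells and 100% = double that signal; a rise in the Bmi1 reporter signal indicates esBAF inhibition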
# Casp6 inh: inhibitors of human caspase-6; inhibition, % at 12.5 µM; AID 686996; P55212; 0.53% of 350,000 active; purified caspase-6, Z-VEID-R110 cleavage fluorescence;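 active means mean inhibition across replicates at least about 35%, with every replicate also reaching that limit, limit read from the data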;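 further: 0% = median of neutral control wells and 100% = no fluorescence left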
# Target sequence (P55212 24-179 limits assumed): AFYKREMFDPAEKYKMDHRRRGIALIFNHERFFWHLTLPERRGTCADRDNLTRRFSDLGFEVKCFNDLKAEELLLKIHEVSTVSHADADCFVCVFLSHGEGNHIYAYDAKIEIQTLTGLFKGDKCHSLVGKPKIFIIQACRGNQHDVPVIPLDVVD
# Target sequence (P55212 194-293 limits assumed): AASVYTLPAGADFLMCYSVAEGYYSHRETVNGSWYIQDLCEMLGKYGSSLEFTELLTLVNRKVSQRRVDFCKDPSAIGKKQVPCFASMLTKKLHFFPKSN
# PglD DTNB: PglD (C. jejuni) enzyme inhibition; purified PglD enzyme, DTNB colorimetric CoA detection; inhibition, % at 12.5 µM; 0.098% of 360,000 active; AID 602405; in the data active means inhibition above about 16%, passing the limit was not always enough; further: strong numbers were not always called active
# ARNT TACC3 PPI: disruptors of human ARNT/TACC3 interaction. AID 623870. AlphaScreen His-ARNT PAS-B/GST-TACC3 binding, luminescence; TACC3 fragment carries E629A point mutation. Q9Y6A5. 0.66% of 390,000 active. inhibition, % at 9.99 µM;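 active means mean inhibition of replicates at least 50% and at least half of replicates each reaching 50%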;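 further: 0% = complete ARNT plus TACC3 wells and 100% = ARNT alone without TACC3; many hits fall short of the cut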
# ERp5 block: blocks human ERp5 reductase activity on insulin | inhibition, % at 9.99 µM | AID 651711 | 0.05% of 350,000 active | ERp5 insulin aggregation, absorbance 650 nm, 90 min;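 active means mean replicate inhibition above about 25%, with every replicate also reaching it, limit read from the data, passing the limit was not always enough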
# Target sequence (Q15084 whole entry, looked up): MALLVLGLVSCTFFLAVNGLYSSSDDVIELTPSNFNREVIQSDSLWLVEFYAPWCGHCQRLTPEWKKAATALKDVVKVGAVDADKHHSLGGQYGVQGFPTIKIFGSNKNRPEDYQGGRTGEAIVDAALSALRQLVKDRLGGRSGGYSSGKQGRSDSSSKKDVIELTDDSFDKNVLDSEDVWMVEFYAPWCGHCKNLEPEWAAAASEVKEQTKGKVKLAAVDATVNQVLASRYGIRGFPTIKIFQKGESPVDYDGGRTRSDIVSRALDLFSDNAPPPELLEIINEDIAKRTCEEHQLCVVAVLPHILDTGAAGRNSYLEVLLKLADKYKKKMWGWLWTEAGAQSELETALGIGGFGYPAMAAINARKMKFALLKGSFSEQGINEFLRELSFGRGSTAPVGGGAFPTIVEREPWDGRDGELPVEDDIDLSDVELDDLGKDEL
# RAD52 inh: inhibitors of human RAD52 DNA annealing. 0.46% of 360,000 active. recombinant RAD52 DNA annealing, FRET fluorescence. inhibition, % at 18.7 µM. P43351;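 active means every replicate showing at least 50% inhibition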
# RAD54 inh: inhibitors of human RAD54 branch migration | Q92698 | RAD54 Holliday junction branch migration, FAM/BHQ fluorescence | inhibition, % at 10.4 µM | 0.14% of 360,000 active;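 active means mean normalized replicate activity at least 40 and at least half of replicates scoring 40 or more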;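 further: 0% = median of neutral control wells and 100% = median of positive control wells; inhibitors cause a drop in the FAM fluorescence signal; in these data hits start at about 50%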
# E-selectin induc: induces E-selectin expression in human endothelial cells; P16581; HUVEC E-selectin immunofluorescence imaging; normalized: neutral wells 0, TNF-alpha wells 100; activation, % at 7.58 µM; 0.37% of 260,000 active;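 active means mean E-selectin-positive cell signal at least 10% of the positive control, reached in at least 60% of replicates, without over 20% cell loss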;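 further: in these data hits start at about 27%; measured in HUVEC primary endothelial cells; signal is the percent of cells scored E-selectin positive by PE staining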
#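 Read-out: % PE-positive cells | Test system: HUVEC | Doses: One compound dose added by pin transfer | Buffer or medium: EGM-2 over gelatin coat | Signal: Immunofluorescence imaging | Benchmarks: TNF-alpha, DMSO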
# * marks the source's active call; other numbers are inactive results; x = not tested or not shown.
1	Cc1nn(CC(=O)NCCc2ccccc2)c(C)c1[N+](=O)[O-]
2	COc1ccc(S(=O)(=O)Nc2ccc3c(c2)C(=O)N([C@@H](C)CO)C[C@@H](C)[C@H](CN(C)C(=O)Nc2ccc4c(c2)OCO4)OCCCC[C@H](C)O3)cc1
3	Cc1cc(C)c(NC(=O)CNC(=O)c2ccc(-n3cncn3)c([N+](=O)[O-])c2)c(C)c1
4	CC1=C(C(=O)N2CCOCC2)CC(CC(=O)NCC2CCCCC2)C(=O)N1Cc1ccc(F)cc1 (centres undefined)
5	O=C(Nc1ccc(F)cc1)Nc1ccccc1NS(=O)(=O)c1cccs1
6	NC(=O)CC(NC(=O)Cc1cccc2ccccc12)c1ccc(NCc2ccc(F)c(F)c2)c([N+](=O)[O-])c1 (centres undefined)
7	C[C@@H]1CN([C@@H](C)CO)C(=O)c2c(c3ccccc3n2C)-c2ccccc2CO[C@H]1CN(C)C(=O)Nc1cccc(F)c1
8	CCSc1nnc(NC(=O)CN2C(=O)N(C)C3(CCCCC3)C2=O)s1
9	COC(=O)[C@@]12CCCN1[C@H](c1ccc(-c3ccc(F)cc3)cc1)[C@H]1C(=O)N(C)C(=O)[C@H]12
10	C[C@@H]1CN([C@H](C)CO)S(=O)(=O)c2ccc(-c3ccccc3F)cc2O[C@@H]1CN(C)C(=O)C1CC1
assay / entry	1	2	3	4	5	6	7	8	9	10
esBAF inh	x	-6	1	-5	x	-4	2	8	4	-2
Casp6 inh	1	2	-1	-1	8	-4	1	-1	5	0
PglD DTNB	-3	2	2	0	4	1	1	-5	5	3
ARNT TACC3 PPI	-4	0	0	x	1	-13	0	1	3	-3
ERp5 block	1	-1	9	7	3	1	6	-4	1	-1
RAD52 inh	-14	11	-16	0	-20	-29	25	-6	-80	-2
RAD54 inh	-1	-3	1	0	-7	-3	-3	-4	-7	-3
E-selectin induc	0.1	-0.1	x	5.4	1.9	-0.1	-0.6	-0.2	0.1	-0.3

11	COc1nc(OC)nc(N2CCC(C(=O)NC3CC3)CC2)n1
12	CN(C)CC(=O)N[C@@H]1C=C[C@H](CC(=O)NCc2ccc(Cl)cc2)O[C@H]1CO
13	CCOC(=O)c1sc(NC(=O)c2cc3c(s2)CCC(C)C3)nc1C (centres undefined)
14	COc1ccc(-n2c(Cn3c(=O)sc4ccccc43)nnc2SCC(=O)N2CCCCC2)cc1
15	C=CCSc1nn2c(=O)c3ccccc3nc2s1
16	COc1ccc(C(=O)NC(=S)Nc2ccc3[nH]c(=O)[nH]c3c2)c(OC)c1
17	COc1ccc(Cn2c(CCC(=O)Nc3ccc(CC#N)cc3)nc3cccnc32)cc1
18	O=C(c1cccc2nccnc12)N1CCCC(Nc2ccc(F)c(F)c2)C1 (centres undefined)
19	CC(C)NC(=O)N(C)C[C@H]1OCCCC[C@H](C)Oc2ccc(NS(=O)(=O)c3ccc(F)cc3)cc2C(=O)N([C@H](C)CO)C[C@@H]1C
20	CCN(CC)CC#CCOC(=O)C(O)(c1ccccc1)C1CCCCC1 (centres undefined)
assay / entry	11	12	13	14	15	16	17	18	19	20
esBAF inh	x	-2	-3	-3	14	20	6	x	-2	3
Casp6 inh	2	0	x	2	x	-4	x	2	-2	4
PglD DTNB	x	0	-4	1	0	11	-1	0	4	2
ARNT TACC3 PPI	-2	2	-1	5	8	-13	-1	-10	-5	2
ERp5 block	-4	-10	x	-2	x	3	x	1	1	1
RAD52 inh	-12	-8	x	-9	x	-6	x	-10	5	7
RAD54 inh	x	4	3	-9	-5	13	-4	-14	-5	4
E-selectin induc	x	0.1	x	0.0	0.3	-0.2	x	x	0.2	0.0

21	NC(=O)CC[C@@H]1NC(=O)[C@H](CO)NC(=O)c2cc([N+](=O)[O-])cc(I)c2OCC[C@@H](C(N)=O)NC1=O
22	OC(c1cccc(Cl)c1)c1nc(/C=C/c2ccccc2)cs1 (centres undefined)
23	C[C@@H]1CN([C@H](C)CO)C(=O)Cc2cc(NC(=O)C3CC3)ccc2O[C@H]1CN(C)S(=O)(=O)c1cn(C)cn1
24	COc1ccc(NC(=S)Nc2ccc(S(N)(=O)=O)cc2)c(C)c1
25	Cc1cccc(CSCc2ccc(C(=O)NCC3CCCO3)o2)c1 (centres undefined)
26	c1cn(-c2ncnc3sc4c(c23)CCCC4)cn1
27	COc1ccc2c(c1)c(C(=O)N/N=C/c1cccs1)c(C)n2C
28	O=C(/C=C\Nc1ccc2c(c1)OCO2)c1ccc2c(c1)OCO2
29	C[C@@H]1CN([C@H](C)CO)C(=O)c2cc(C#Cc3ccccc3)cnc2O[C@@H]1CN(C)C(=O)C1CC1
30	O=C1CC(NNc2nc3ccccc3s2)C(=O)N1c1ccccc1 (centres undefined)
assay / entry	21	22	23	24	25	26	27	28	29	30
esBAF inh	-12	9	1	x	x	-8	8	x	-4	9
Casp6 inh	-1	0	-1	2	0	x	1	2	2	x
PglD DTNB	-7	-3	3	x	0	5	2	x	0	3
ARNT TACC3 PPI	x	x	3	-4	-20	-1	-8	-4	x	-4
ERp5 block	-1	5	0	-1	4	x	-2	4	5	x
RAD52 inh	-5	3	3	-10	-16	x	9	-29	10	x
RAD54 inh	-1	0	2	x	9	1	6	x	-8	-7
E-selectin induc	-0.4	0.0	-0.5	x	0.0	x	x	14	0.0	x

31	CC(=O)NC(=S)NNC(=O)COc1ccc([N+](=O)[O-])cc1
32	Cc1ccc(S(=O)(=O)N(C)c2ccc(OC(=O)COc3ccccc3)cc2)cc1
33	COc1ccc(Cl)cc1NC(=O)C1CC(c2c(F)cccc2Cl)=NO1 (centres undefined)
34	C[C@H]1CN([C@@H](C)CO)C(=O)c2cccc(NC(=O)CCCCCC(=O)Nc3ccccc3N)c2O[C@H]1CN(C)C(=O)Nc1ccc(F)cc1
35	Cc1ccc(C)n1-c1cccc(C(=O)Nc2ccccc2)c1
36	CC(C)C1Cc2[nH][nH]c(=O)c2C(c2ccc(Cl)cc2)O1 (centres undefined)
37	Cc1ccc(C(=O)Nc2ccccc2OC(F)F)cc1
38	CCN(CC(=O)Nc1ccccc1C(F)(F)F)C(=O)c1ccc2[nH]c3c(c2c1)CC(C)CC3 (centres undefined)
39	COc1cccc(CC2(CO)CCCN(Cc3nc(-c4cccs4)oc3C)C2)c1 (centres undefined)
40	C[C@@H](NC(=O)[C@@H]1[C@@H](CO)[C@@H]2Cn3c(ccc(-c4cccnc4)c3=O)[C@H]1N2C)c1ccccc1
assay / entry	31	32	33	34	35	36	37	38	39	40
esBAF inh	x	3	0	x	x	x	9	6	-1	1
Casp6 inh	2	0	-1	2	6	0	x	-1	-1	0
PglD DTNB	x	-1	-2	x	1	x	0	x	-1	1
ARNT TACC3 PPI	19	25	-2	x	-1	x	-11	16	6	-3
ERp5 block	-7	4	5	1	x	3	x	-6	1	0
RAD52 inh	-3	-3	-17	4	-4	-19	x	-13	-50	-3
RAD54 inh	x	4	9	x	-6	x	-2	x	2	-4
E-selectin induc	x	1.5	x	-2.8	x	0.4	x	0.0	2.5	0.4

41	CC1CCCCC1NC(=O)CN1CCC(NC(=O)c2ccc([N+](=O)[O-])cc2)CC1 (centres undefined)
42	O=C(CN1CCCCC1)N/N=C/c1cccc(C(F)(F)F)c1
43	COC(=O)c1ccccc1NC(=O)Cn1c(=O)n(CCC(=O)NC2CCN(Cc3ccccc3)CC2)c(=O)c2ccccc21
44	COCCNC(=O)C1CCCN(Cc2ccc(-c3ccccc3)cc2)CC1 (centres undefined)
45	O=C(Cn1ncc(Cl)c(Cl)c1=O)NC1CCS(=O)(=O)C1 (centres undefined)
46	CCCC#Cc1cnc2c(c1)C(=O)N([C@H](C)CO)C[C@@H](C)[C@H](CN(C)C(=O)Cc1cccnc1)O2
47	COc1cc(Br)cc(-c2nc3c(c(=O)[nH]c(=O)n3Cc3ccccc3)n2C)c1O
48	C[C@H]1CN([C@@H](C)CO)C(=O)c2cc(-c3cccc(C(=O)N(C)C)c3)cnc2O[C@@H]1CN(C)S(=O)(=O)c1ccc(F)cc1
49	O=C(Nc1cccc(Cl)c1)c1csc(COCCO)n1
50	CC(C)Cc1csc(NC(=O)c2ccc(Br)cc2)c1C(=O)O
assay / entry	41	42	43	44	45	46	47	48	49	50
esBAF inh	2	6	-9	-8	x	4	-7	1	47*	-4
Casp6 inh	-1	-5	6	1	2	-7	x	3	1	2
PglD DTNB	0	-4	-2	0	x	-2	1	-2	1	2
ARNT TACC3 PPI	13	1	4	x	8	3	-1	-7	x	-3
ERp5 block	4	-3	-3	7	4	1	x	-1	-1	-6
RAD52 inh	-14	-13	-4	-1	0	3	x	-12	-10	-6
RAD54 inh	5	-10	5	7	x	5	7	-4	1	1
E-selectin induc	-0.2	0.0	-2.0	-0.3	x	0.1	x	-0.1	-0.2	x

# Next section, starting with the last four of the part before.
47	COc1cc(Br)cc(-c2nc3c(c(=O)[nH]c(=O)n3Cc3ccccc3)n2C)c1O
48	C[C@H]1CN([C@@H](C)CO)C(=O)c2cc(-c3cccc(C(=O)N(C)C)c3)cnc2O[C@@H]1CN(C)S(=O)(=O)c1ccc(F)cc1
49	O=C(Nc1cccc(Cl)c1)c1csc(COCCO)n1
50	CC(C)Cc1csc(NC(=O)c2ccc(Br)cc2)c1C(=O)O
51	O=C(O)C[C@H]1C[C@H]2c3cc(NC(=O)Nc4ccc(F)cc4)ccc3O[C@H]2[C@H](CO)O1
52	C[C@@H]1CN([C@H](C)CO)C(=O)c2cc(NS(=O)(=O)c3ccccc3)ccc2O[C@@H](C)CCCCO[C@H]1CN(C)C(=O)Nc1ccc(C(F)(F)F)cc1
53	CN(C)S(=O)(=O)c1ccc(C(=O)Nc2cccc(C(=O)O)c2)cc1
54	O=C(CSc1nc2c(c(=O)[nH]1)CCC2)Nc1ccccc1Cl
55	Cc1ccc(SC[C@H](Cc2ccccc2)N2CCN(C)CCC2=O)cc1
assay / entry	47	48	49	50	51	52	53	54	55
esBAF inh	-7	1	47*	-4	-2	-3	-2	-4	-4
Casp6 inh	x	3	1	2	1	1	x	-2	-1
PglD DTNB	1	-2	1	2	3	6	0	x	1
ARNT TACC3 PPI	-1	-7	x	-3	-1	5	4	0	-1
ERp5 block	x	-1	-1	-6	-4	1	x	5	1
RAD52 inh	x	-12	-10	-6	-2	-28	x	-14	3
RAD54 inh	7	-4	1	1	2	-10	-8	x	-3
E-selectin induc	x	-0.1	-0.2	x	-0.7	0.2	x	x	1.3

# Some of the entries above in a different format.
nr	SMILES	esBAF inh	Casp6 inh	PglD DTNB	ARNT TACC3 PPI	ERp5 block	RAD52 inh	RAD54 inh	E-selectin induc
54	O=C(CSc1nc2c(c(=O)[nH]1)CCC2)Nc1ccccc1Cl	-4	-2	x	0	5	-14	x	x
55	Cc1ccc(SC[C@H](Cc2ccccc2)N2CCN(C)CCC2=O)cc1	-4	-1	1	-1	1	3	-3	1.3

# Source: PubChem (Broad Institute)
